# NPY2 pot ag = NPY-Y2 potentiators or agonists, primary screen, cell-based | activation, % at 3.6 µM | actives 0.45% (n = 220,000) | Neuropeptide Y receptor type 2 (Homo sapiens), P49146 | cells expressing NPY-Y2, potentiator/agonist read-out; in the data active = activation above about 27%;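 also: cells stimulated with NPY near EC25 plus isoproterenol at EC100; 0% = vehicle plus submaximal agonist and 100% = vehicle plus saturating agonist; some results beyond the cut were filed as inactive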
# Target sequence (P49146 whole entry, looked up): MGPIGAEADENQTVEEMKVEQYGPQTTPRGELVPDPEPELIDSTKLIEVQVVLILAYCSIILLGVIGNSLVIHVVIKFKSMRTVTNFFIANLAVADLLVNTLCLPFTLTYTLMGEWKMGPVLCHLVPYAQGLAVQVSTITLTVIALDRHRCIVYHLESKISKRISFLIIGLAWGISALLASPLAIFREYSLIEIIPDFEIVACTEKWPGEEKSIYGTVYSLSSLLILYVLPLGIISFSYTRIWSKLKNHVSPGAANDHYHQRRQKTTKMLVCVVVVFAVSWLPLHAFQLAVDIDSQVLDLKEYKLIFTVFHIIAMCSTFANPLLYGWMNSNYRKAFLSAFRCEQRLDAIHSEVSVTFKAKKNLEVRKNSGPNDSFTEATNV
# NPY-Y1 antag = NPY-Y1 receptor antagonists, primary screen, cell-based | Neuropeptide Y receptor type 1 (Homo sapiens), P25929 | HEK293-CNG Y1 cells, membrane potential fluorescence; NPY at EC95, then isoproterenol | inhibition, % at 3.6 µM | actives 1% (n = 200,000) | AID 1040, 2008;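 active = inhibition above the campaign mean inhibition of all tested compounds plus 3 SD, cut at about 20% in these data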;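 also: 0% = DMSO wells given NPY plus isoproterenol and 100% = isoproterenol alone without NPY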
#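 Test system – HEK293 Y1/CNG channel cell line · Also added – NPY agonist 25 nM, then isoproterenol 1 µM plus Ro 20-1724 25 µM · Compound dosing – one concentration, 3.6 µM, in 0.4% DMSO · Schedule – compound incubation 1 h at room temperature, readout 45 min post-stimulation · Technique – fluorescence, membrane potential probe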
# NPY1 pot ag = NPY-Y1 receptor potentiators or agonists, primary screen, cell-based; NPY-Y1 expressing cells, potentiator/agonist activation; Neuropeptide Y receptor type 1 (Homo sapiens), P25929; actives 0.37% (n = 220,000); AID 1304, 2008; activation, % at 3.6 µM; in the data active = activation above about 33%, passing the limit was not always enough;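 also: cells stimulated with NPY at EC10 then isoproterenol at EC100; 0% = low agonist plus stimulus and 100% = saturating agonist plus stimulus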
# TRPML3 agonist = human TRPML3 channel agonists, primary screen, cell-based, HEK293 TRPML3-YFP, Fluo-8 calcium fluorescence, 3 µM; AID 1448, 2008; 100% = the carbachol control signal; Mucolipin-3 (Homo sapiens), Q8TDD5; actives 0.29% (n = 220,000); activation, % at 3 µM;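 active = activation above its plate's cutoff, the mean activation of the plate's test wells plus 3 SD, cut at about 12% in these data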;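 also: 0% = DMSO only wells and 100% = carbachol wells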
#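 Test system – HEK293 line with stable expression of human TRPML3-YFP channel · Control set – carbachol 87 µM final as high control (100%), DMSO as low control (0%) · Signal – Fluo-8 calcium dye fluorescence, ex 470-495, em 515-575 nm · Incubation – 1-h 37 °C dye load, 5-s basal, 120-s post-compound reads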
# zfTRPN1 agonist = zebrafish TRPN1 channel agonists, primary screen, cell-based, HEK293, calcium fluorescence; actives 0.18% (n = 220,000); HEK293 zebrafish TRPN1-YFP, Fluo-8 calcium fluorescence; 100% = response to 87 µM carbachol; activation, % at 3 µM;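 active = activation above its plate's cutoff, the mean activation of test wells on that plate plus 3 SD, cut at about 19% in these data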;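 also: 0% = DMSO alone and 100% = 87 µM carbachol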
#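 System: zebrafish TRPN1-YFP in HEK293 cells / Dosing: 3 µM single point / Timing: dye loading 1 h at 37 °C, then 30 min room temperature / Signal: Fluo-8 calcium fluorescence, excitation 470-495 nm, emission 515-575 nm / Read-out basis: percent activation from peak over basal fluorescence ratio, control-normalized / Control set: high carbachol 87 µM, low DMSO alone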
# CHOP inh = inhibitors of CHOP promoter induction, primary screen, cell-based, unfolded protein response, luciferase reporter. inhibition, % at 10 µM. CHO-K1 CHOP-promoter luciferase, tunicamycin-induced, 15-18 h. actives 3.8% (n = 220,000);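 active = compounds that reduced the stress-induced luciferase reporter signal by more than about 70% of percent inhibition, limit read from the data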;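 also: 0% = tunicamycin plus vehicle and 100% = wells without tunicamycin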
# EP2 mod = EP2 receptor modulators, cAMP readout, primary screen, cell-based, HTRF cAMP, PGE2 stimulation; Prostaglandin E2 receptor EP2 subtype (Homo sapiens), P43116; EP2-expressing cells, cAMP HTRF FRET, PGE2 co-stimulation; induction, % at 25 µM; actives 0.83% (n = 260,000);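 active = compounds whose cAMP rise, as percent of the full-agonist control response, exceeds 60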;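 also: rat C6 glioma line stably carrying human EP2 under a CMV promoter; the protocol text gives 20 µM as final concentration; 100% = response of wells given 1 µM PGE2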
# Target sequence (P43116 whole entry, looked up): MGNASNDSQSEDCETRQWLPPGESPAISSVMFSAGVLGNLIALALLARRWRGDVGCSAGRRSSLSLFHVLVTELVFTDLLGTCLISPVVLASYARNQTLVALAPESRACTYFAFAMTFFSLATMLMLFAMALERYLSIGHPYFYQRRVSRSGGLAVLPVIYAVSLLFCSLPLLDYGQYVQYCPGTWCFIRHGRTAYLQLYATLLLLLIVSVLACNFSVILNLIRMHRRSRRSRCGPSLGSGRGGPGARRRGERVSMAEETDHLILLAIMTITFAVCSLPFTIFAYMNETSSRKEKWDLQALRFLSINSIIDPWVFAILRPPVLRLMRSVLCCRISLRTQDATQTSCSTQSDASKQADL
# S1P4 ag = S1P4 receptor agonists, primary screen, cell-based; S1P4-expressing cell line, agonist reporter assay; activation, % at 4.98 µM; AID 1509, 2009; actives 0.35% (n = 220,000); Sphingosine 1-phosphate receptor 4 (Homo sapiens), O95977; in the data active = activation above about 11%;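 also: 0% = DMSO vehicle and 100% = reference agonist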
# S1P4 antagonist = S1P4 receptor antagonists, primary screen, cell-based; S1P4-expressing cells, antagonist mode, reporter read-out; inhibition, % at 4.98 µM; actives 0.26% (n = 220,000); AID 1510, 2009; in the data active = inhibition above about 29%;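 also: 0% = wells stimulated with agonist and 100% = vehicle wells without agonist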
# Active calls of the source: *; / = not tested or not shown; & = joins results of further samples.
entry	mol	NPY2 pot ag	NPY-Y1 antag	NPY1 pot ag	TRPML3 agonist	zfTRPN1 agonist
1	Cc1ccc(NC(=O)Nc2cccnc2)cc1NC(=O)Nc1cccnc1	17	/	7	0.0	1.4
2	Cc1ccc(-n2c3c(cc(C(=O)NCc4ccco4)c2=O)C(=O)CC(C)(C)C3)cc1	7	4	-5	-0.1	-0.8
3	COc1ccc(S(=O)(=O)Cc2ccc(C(=O)NCCCN(C)c3ccccc3)o2)cc1	2	3	-19	-1.1	1.0
4	CCOc1ccccc1N(CC(=O)NC1CCCCC1)C(=O)CCCC(=O)Nc1ccccn1	-13	4	-20	-0.3	-1.3
5	CC(C)CCn1c(CN2CCOCC2)nc2c1c(=O)n(C)c(=O)n2C	0	-3	6	0.4	-0.7
6	CCOC(=O)Nc1ccc2nc(N3CCCCCC3)sc2c1	-33	/	28	-0.4	1.1
7	O=C(Nc1nc(-c2cccnc2)cs1)c1ccc(S(=O)(=O)N2CCOCC2)cc1	-12	3	8	0.7	1.4
8	Cc1ccc(C)c(NC(=O)c2ccccc2NS(=O)(=O)c2cc([N+](=O)[O-])ccc2C)c1	24	2	22	18*	27*
9	Cc1cc(CNCc2cn(C)nc2-c2ccc(Oc3ccccc3)cc2)on1	19	-4	21	1.0	1.4
10	Cn1c(CN2CCC(C(N)=O)CC2)c(C#N)c2ccccc21	5	11	-1	1.8	2.8
11	COc1cc(Cl)c(C)cc1NC(=O)[C@@H]1CCCN1C(=O)c1cccs1	-29	15	-83	-0.8	-2.4
12	CCCCSc1nc(NCc2ccco2)c2c3c(sc2n1)COC(C)(C)C3	-30	17	-40	0.5	-0.1

entry	CHOP inh	EP2 mod	S1P4 ag	S1P4 antagonist
1	18	-31	1.6	10
2	21	-2	-0.3	-6
3	6	-24	-0.8	8
4	18	41	1.2	-7
5	-10	28	-0.8	-4
6	-20	-26	-0.5	-1
7	5	-14	3.0	-10
8	74*	-37	-2.0	1
9	33	-31	0.0	-12
10	16	-8&-31	-1.1	-25
11	25	12	-0.6	-3
12	66	12	0.2	-6

# Next part, starting with the last two of the part before.
entry	mol	NPY2 pot ag	NPY-Y1 antag	NPY1 pot ag	TRPML3 agonist	zfTRPN1 agonist
11	COc1cc(Cl)c(C)cc1NC(=O)[C@@H]1CCCN1C(=O)c1cccs1	-29	15	-83	-0.8	-2.4
12	CCCCSc1nc(NCc2ccco2)c2c3c(sc2n1)COC(C)(C)C3	-30	17	-40	0.5	-0.1
13	Cc1ccc(Cl)c(OCCN2CCCC(C)C2)c1 (configuration not stated)	-9	2	-10	1.1	-0.1
14	O=C(NC(C(=O)c1ccccc1)N1CCOCC1)c1ccccc1 (configuration not stated)	2	-10	-18	0.2	0.6
15	CC(=O)NCCc1nc2cc(NC(=O)c3cccs3)ccc2n1C	6	7	6	1.2	-0.2
16	CC1=NNC(=O)/C1=C\c1cn(-c2ccccc2)nc1-c1ccc(F)cc1	-5	-6	2	1.7	0.8
17	Cc1cc(S(=O)(=O)Nc2nc(CN3CCOCC3)nc3sc4c(c23)CCCC4)ccc1F	-5	-2	2	1.0	0.1
18	Cc1ccccc1/C(N)=N/OC(=O)N1c2ccccc2Sc2ccccc21	-3	-2	10	-1.7	-0.5
19	CC(=O)C1=C(c2ccccc2)OC(N)=C(C#N)C1c1ccccc1F (configuration not stated)	-2	9	11	1.0	0.5
20	COc1ccc(/C=C(/NC(=O)c2ccc(OC)c(OC)c2)C(=O)NCCc2c[nH]c3ccccc23)cc1	1	2	-16	0.5	1.8
21	O=C(CSc1nc2ccccc2o1)NC1CCCC1	-8	10	-17	-0.3	-0.8
22	COc1ccc(NC(=O)Cn2cnc3c(nnn3-c3ccc(C)cc3)c2=O)cc1	-11	1	-1	0.9	0.7
23	CCN(CC)CCCNC(=O)Cn1cc2c(n1)CCC(C)C2 (configuration not stated)	4	-6	1	-0.1	1.2
24	CCOc1ccccc1NC(=S)NC1CCCCC1	14	1	-9	-0.2	-2.1

entry	CHOP inh	EP2 mod	S1P4 ag	S1P4 antagonist
11	25	12	-0.6	-3
12	66	12	0.2	-6
13	53	16	1.7	-29
14	-13	6	1.6	-37
15	-1	-7	1.8	-7
16	106*	-29	-0.8	30*
17	16	19	-2.1	-8
18	41	28	1.5	-13
19	17	36	1.3	-25
20	-5	1	0.3	-14
21	0	-1	2.8	-6
22	-14	15	0.7	-14
23	6	4	0.1	9
24	5	-5	0.5	-6

# Next part:
entry	mol	NPY2 pot ag	NPY-Y1 antag	NPY1 pot ag	TRPML3 agonist	zfTRPN1 agonist
25	COC(=O)/C=C1/N/C(=N\c2nc(C)cc(C)n2)N(c2cccc(C)c2)C1=O	4	0	-9	-0.1	1.6
26	CCOc1ccc2nc(SCc3ccc(CC(=O)O)cc3)c(C#N)cc2c1	-16	12	-19	0.3	0.4
27	Cc1ccc(S(=O)(=O)NCc2ccc3[nH]c(C)cc3c2)cc1	16	6	0	0.3	0.7
28	CC(=O)n1cc([C@@H]2C=C(C(=O)NCc3ccccc3)O[C@H](OCCCCO)C2)c2ccccc21	2	3	2	1.0	6.7
29	COc1ccccc1NC(=O)Cn1c(O)c(N=NC(=O)c2ccccc2O)c2ccccc21	-6	-1	-2	0.8	-0.7
30	COCCNc1ccc(S(=O)(=O)N2CCCC2)cn1	17	0	12	0.6	0.6
31	CCC1SC2=NCN(c3ccccc3)CN2C1=O (configuration not stated)	-29	0	13	0.3	1.2
32	COc1ccc(S(=O)(=O)c2ccc(OC)c(OC)c2)cc1OC	11	-1	-3	0.9	0.3
33	COc1cc(C(=O)NCC(=O)n2nc(C)cc2C)cc(OC)c1OC	12	2	1	0.4	0.2
34	Nn1c(SCC(=O)Nc2ccc(F)cc2F)nnc1-c1cccnc1	9	3	8	-0.1	0.3
35	CCOc1ccccc1OCCOCCOc1ccccc1[N+](=O)[O-]	4	2	-16	-0.1	0.3
36	CCOC(=O)C(C)Sc1nc(=O)n2ccccc2n1 (configuration not stated)	19	2	4	0.6	0.4

entry	CHOP inh	EP2 mod	S1P4 ag	S1P4 antagonist
25	-51	6	-2.1	-1
26	19	-1	0.9	1
27	28	4	1.7	-10
28	18	-26	-0.9	-2
29	51	-56	-1.6	-3
30	8	26	0.7	-12
31	-17	21	-1.5	-15
32	11	8	-2.7	1
33	13	16	-1.4	12
34	-20	28	0.6	4
35	20	-9	-0.3	-14
36	21	23	-0.7	-8

# 3 compounds from above, arranged by the number in CHOP inh, highest first:
item | SMILES | NPY2 pot ag | NPY-Y1 antag | NPY1 pot ag | TRPML3 agonist | CHOP inh | EP2 mod | S1P4 ag | S1P4 antagonist
36 | CCOC(=O)C(C)Sc1nc(=O)n2ccccc2n1 (configuration not stated) | 19 | 2 | 4 | 0.6 | 21 | 23 | -0.7 | -8
17 | Cc1cc(S(=O)(=O)Nc2nc(CN3CCOCC3)nc3sc4c(c23)CCCC4)ccc1F | -5 | -2 | 2 | 1.0 | 16 | 19 | -2.1 | -8
15 | CC(=O)NCCc1nc2cc(NC(=O)c3cccs3)ccc2n1C | 6 | 7 | 6 | 1.2 | -1 | -7 | 1.8 | -7

# Next compounds follow.
entry	mol	NPY2 pot ag	NPY-Y1 antag	NPY1 pot ag	TRPML3 agonist	zfTRPN1 agonist
37	Cn1ncc(N=Cc2ccccc2)c1C(N)=O	8	0	9	0.6	2.3
38	O=C(NC1=NCCS1)c1ccc(Cl)c(S(=O)(=O)N2CCCC2)c1	1	-3	-14	1.6	0.6
39	Cc1nn(C)cc1/C=N/NC(=O)Cn1nccc1C	-2	0	5	1.3	-1.0
40	CCOC(=O)c1c(C2COc3ccccc3O2)csc1NC(=O)c1ccco1 (configuration not stated)	17	4	3	0.8	0.0
41	CCCc1nc2c(nnn2Cc2ccccc2Cl)c(=O)[nH]1	-7	14	-17	0.4	-0.6
42	CCN1C(=O)c2ccccc2S(=O)c2ccc(C(=O)NC3CC3)cc21 (configuration not stated)	19	-3	-6	-0.4	0.2
43	CN1C(=O)C2ON(c3ccccc3)C(c3cccs3)C2C1=O (configuration not stated)	12	0	-10	0.5	-0.3
44	CCCCCN1C=CC=C/C1=C\C=C(C#N)C#N	-21	/	-12	4.0	5.0
45	O=C(CSc1ncc(-c2ccccc2)nn1)NCc1ccco1	-2	3	-35	0.0	-0.1
46	CN(C)c1ccc(C2CC(c3ccccc3)=Nc3nc(-c4ccccc4)cn32)cc1 (configuration not stated)	-3	-3	0	1.7	3.4
47	CCN(C1CCCCC1)S(=O)(=O)c1ccc(S(=O)(=O)N(CC(=O)Nc2ccccc2)C2CC2)cc1	10	3	11	0.5	-0.1
48	CCCNC(=O)NCc1ccc(N2CCCC2=O)cc1	-2	4	20	0.2	3.2

entry	CHOP inh	EP2 mod	S1P4 ag	S1P4 antagonist
37	9	4	0.8	-4
38	14	-16	0.4	-16
39	-10	2	-2.4	-22
40	-46	10	0.0	-20
41	-3	27&38	-0.4	-6
42	-13	0	-0.2	0
43	10	15	-1.0	-2
44	3	-12	0.6	1
45	23	-18	-1.7	12
46	17	15	1.9	-8
47	18	5	0.7	0
48	-6	28	0.9	1

# (continued)
entry	mol	NPY2 pot ag	NPY-Y1 antag	NPY1 pot ag	TRPML3 agonist	zfTRPN1 agonist
49	COc1ccc(C=NCCCN2CCOCC2)cc1	6	-2	-12	0.8	0.7
50	CCOCCCNCc1ccc(OC)cc1	-15	1	0	0.8	1.1
51	COC(=O)CSc1nc2cc(OC)ccc2n1C	7	/	-7	0.0	0.1
52	CC1SC(=NC(=O)c2ccncc2)NC1=O (configuration not stated)	-9	-3	16	0.2	0.6
53	CC(C)(C)OC(=O)NCC(=O)Oc1cc2oc(=O)cc(-c3ccccc3)c2cc1Cl	-8	-4	-19	0.5	-1.7
54	COc1ccc(NC(=O)COC(=O)/C=C/c2ccc(OC)c(S(=O)(=O)N3CCOCC3)c2)cc1	0	0	-22	0.6	0.3
55	Cc1cc(Cl)ccc1OCCCC(=O)NCc1ccccn1	-8	2	3	0.3	-3.5

entry	CHOP inh	EP2 mod	S1P4 ag	S1P4 antagonist
49	1	-13	0.5	-3
50	-6	-7	-1.1	-5
51	-2	-18	0.6	0
52	0	10	0.5	-7
53	-2	21	0.2	16
54	-8	-2	-0.9	9
55	21	-4	0.6	-1

# Screening data (PubChem BioAssay)
